Assay outcomes: PubChem, several laboratories
IDE cell inh: inhibitors of human insulin-degrading enzyme in cells; 320,000 compounds, 0.41% hits; inhibition, % at 5.59 µM; HEK cells, FAbetaB cleavage, fluorescence polarization; P14735;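 active means percent inhibition above the average of all tested compounds plus 3 SD, set per screening campaign, cut at about 16% in these data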;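 further: IDE supplied by intact live HEK cells; FP after avidin binding of uncleaved biotin substrate so inhibition keeps polarization high; 0% = DMSO wells and 100% = 60 µM reference IDE inhibitor Ii1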
IMP-1 inhibitor: inhibitors of Pseudomonas aeruginosa IMP-1 metallo-beta-lactamase. purified IMP-1, nitrocefin hydrolysis, epi-absorbance fluorescence. inhibition, % at 5.6 µM. 290,000 compounds, 0.45% hits. AID 1556;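 active means inhibition above the mean plus 3 SD of all compounds in the same screening run, cut at about 4.5% in these data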;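 further: 0% = IMP-1 with DMSO and 100% = DMSO wells lacking enzyme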
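System: purified IMP-1 / Input: IMP-1 dispensed at 0.2 nM / Medium: 50 mM HEPES pH 7.1, 50 µM ZnSO4, 0.05% Brij 35 / Timing: 15 min enzyme–compound preincubation, then 25 min nitrocefin reaction, 25 °C / Technique: plate fluorescence quenching by hydrolysis product, ex 480/em 530 nm / Repeats: singlicate testing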
IDE cell activ: boosts human insulin-degrading enzyme activity in HEK cells; FAbeta-B cleavage, fluorescence polarization; 0% vehicle, 100% cell-free pure enzyme wells; activation, % at 5.96 µM; 340,000 compounds, 0.073% hits; AID 493087;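 active means activation above the mean of all tested compounds plus 3 SD, set per screening campaign, cut at about 17% in these data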
HCV NS3 hel inh: HCV NS3 helicase inhibition. NS3 helicase DNA unwinding, Cy5 molecular beacon fluorescence. inhibition, % at 10.9 µM. 290,000 compounds, 0.56% hits;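 active means inhibition above the mean of all tested compounds plus 3 SD, set per campaign, cut at about 35% in these data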;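 further: 0% = DMSO wells and 100% = thioflavine S control wells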
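test system = hepatitis C virus NS3 helicase domain fragment enzyme | reagent = annealed dual-labelled DNA beacon duplex, ATP-started | times = 1 h at 25 °C | detection = Cy5 fluorescence, 0 and 60 min reads | read-out basis = percent inhibition from t60/t0 fluorescence ratio | control set = DMSO and thioflavine S | replication = one well per compound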
DNA FID counter: displaces DNA intercalator in HCV helicase counter-screen. inhibition, % at 7.9 µM. 290,000 compounds, 0.17% hits. DNA fluorescent intercalator displacement, fluorescence; in the data active means inhibition above about 37%;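 further: 0% = vehicle and 100% = reference compound; higher means more ethidium bromide displaced from hairpin DNA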
p-CIP stab down: lowers stability of the mouse p/CIP coactivator protein; 290,000 compounds, 0.01% hits; AID 1984; F442A p/CIP-EGFP cells, EGFP fluorescence, 16 h; Q05BA5; decrease of EGFP signal, % at 10 µM;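 active means EGFP signal decrease of at least 30% at 10 µM or well 3 SD below plate mean, unless failing retest; inactive means the rest, including hits failing retest or dose response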; further: some compounds called inactive have numbers as strong as hits; many of its hits are not listed in these tables
Target sequence (Q05BA5 1-1403): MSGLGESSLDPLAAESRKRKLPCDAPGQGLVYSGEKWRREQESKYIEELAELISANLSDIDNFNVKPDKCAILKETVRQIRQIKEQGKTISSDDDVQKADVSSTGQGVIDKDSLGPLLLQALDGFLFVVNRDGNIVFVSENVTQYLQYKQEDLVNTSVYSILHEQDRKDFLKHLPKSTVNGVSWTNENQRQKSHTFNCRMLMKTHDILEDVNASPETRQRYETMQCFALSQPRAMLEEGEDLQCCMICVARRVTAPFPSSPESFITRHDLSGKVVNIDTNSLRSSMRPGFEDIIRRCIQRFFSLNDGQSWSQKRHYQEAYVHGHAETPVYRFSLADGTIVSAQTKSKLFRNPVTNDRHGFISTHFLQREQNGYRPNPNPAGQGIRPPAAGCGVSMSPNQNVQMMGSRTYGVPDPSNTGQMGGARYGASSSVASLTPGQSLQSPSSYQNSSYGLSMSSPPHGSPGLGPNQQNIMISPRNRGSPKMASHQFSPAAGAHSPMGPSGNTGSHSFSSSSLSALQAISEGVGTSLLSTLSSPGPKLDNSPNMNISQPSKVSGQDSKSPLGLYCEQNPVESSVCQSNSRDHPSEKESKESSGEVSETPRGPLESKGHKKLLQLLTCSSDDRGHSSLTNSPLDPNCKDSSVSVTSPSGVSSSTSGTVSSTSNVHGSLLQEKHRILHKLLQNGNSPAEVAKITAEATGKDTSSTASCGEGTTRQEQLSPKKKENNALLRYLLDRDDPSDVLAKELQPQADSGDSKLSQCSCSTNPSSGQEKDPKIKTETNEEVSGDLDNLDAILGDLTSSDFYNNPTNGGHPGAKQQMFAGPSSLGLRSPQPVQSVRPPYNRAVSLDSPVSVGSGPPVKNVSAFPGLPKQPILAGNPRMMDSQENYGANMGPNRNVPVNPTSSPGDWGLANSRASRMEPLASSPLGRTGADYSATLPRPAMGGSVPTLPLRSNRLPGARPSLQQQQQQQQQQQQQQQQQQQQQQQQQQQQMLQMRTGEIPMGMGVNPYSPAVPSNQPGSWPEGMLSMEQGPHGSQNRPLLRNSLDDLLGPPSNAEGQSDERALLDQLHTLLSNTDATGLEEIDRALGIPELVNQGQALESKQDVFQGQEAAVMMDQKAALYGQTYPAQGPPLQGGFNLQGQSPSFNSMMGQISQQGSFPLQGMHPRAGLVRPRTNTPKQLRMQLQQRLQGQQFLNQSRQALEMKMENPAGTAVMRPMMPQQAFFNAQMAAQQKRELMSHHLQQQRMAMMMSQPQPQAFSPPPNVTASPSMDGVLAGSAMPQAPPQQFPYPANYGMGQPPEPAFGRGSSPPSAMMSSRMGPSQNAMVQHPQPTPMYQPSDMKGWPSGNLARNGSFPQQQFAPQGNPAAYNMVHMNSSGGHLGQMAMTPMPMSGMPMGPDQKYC
SUMO HTRF inh: inhibitors of human SUMOylation (UBC9); P63279; HTRF SUMOylation assay, SAE1/SAE2 + UBC9, in vitro; inhibition, % at 35 µM; 290,000 compounds, 0.36% hits; AID 2006; in the data active means inhibition above about 50%, passing the limit was not always enough; further: strong numbers were not always called active
VIM-2 inhibitor: inhibitors of Pseudomonas aeruginosa VIM-2 metallo-beta-lactamase; purified VIM-2, nitrocefin hydrolysis, epi-absorbance fluorescence; inhibition, % at 5.6 µM; 290,000 compounds, 0.89% hits; AID 1527;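 active means inhibition above the mean of all tested compounds plus 3 SD, cutoff set per screening run, cut at about 7.5% in these data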;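 further: red hydrolysis product quenches plate fluorescence so inhibitors raise well fluorescence; 0% = enzyme with DMSO and 100% = DMSO without enzyme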
M18AAP inhibitor: blocks P. falciparum M18 aspartyl aminopeptidase | recombinant PfM18AAP, H-Glu-NHMec fluorogenic cleavage | 290,000 compounds, 1.2% hits | inhibition, % at 7.35 µM;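 active means inhibition above the campaign mean inhibition over all tested compounds plus 3 SD, cut at about 28% in these data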;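 further: 0% = plate median of test compound wells and 100% = 2 mM ZnCl2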
Active calls of the source: *; / = not tested or not shown.

| smiles | IDE cell inh | IMP-1 inhibitor | IDE cell activ | HCV NS3 hel inh | DNA FID counter | p-CIP stab down | SUMO HTRF inh | VIM-2 inhibitor | M18AAP inhibitor |
| --- | --- | --- | --- | --- | --- | --- | --- | --- | --- |
| COC(=O)c1ccc(C2/C(=C(/O)c3ccc(OC)cc3)C(=O)C(=O)N2c2cc(C)on2)cc1 (configuration not stated) | 1 | -3.5 | 1 | 16 | -29 | -17 | 25 | -0.6 | 9 |
| CC(C)(C)c1cc(S(=O)(=O)CCc2ccncc2)cc(C(C)(C)C)c1F | 4 | -3.0 | 4 | 11 | -29 | -9 | -6 | -2.9 | 5 |
| CCN(CC)c1nc2cc(C)ccc2cc1/C=C(\C#N)C(N)=O | 4 | 0.2 | -8 | 4 | -4 | -22 | 42 | 0.7 | -3 |
| Cc1cnc(NC(=O)Cc2ccc(C)c(C)c2)s1 | 3 | 8.7* | 3 | -6 | -11 | 0 | 8 | -4.0 | 2 |
| NC(=O)[C@H](Cc1cc2ccccc2s1)NC(=O)[C@@H]1CC2(CC(c3cccc(NC(=O)[C@@H]4CCC(=O)N4)c3)=NO2)CN1C(=O)/C=C/Sc1ccccc1 (some centres not stated) | -2 | -0.4 | 7 | -17 | -52 | 7 | -2 | -4.6 | -5 |
| CCCS(=O)(=O)N1CCN(S(=O)(=O)c2ccccc2[N+](=O)[O-])CC1 | 1 | 0.5 | / | -5 | 3 | 4 | 0 | 0.7 | -2 |
| O=C(COc1ccc([N+](=O)[O-])cc1)NCCC1=CCCCC1 | -3 | 0.2 | 3 | 12 | -7 | -10 | 13 | 0.7 | 5 |
| O=C(CSc1nnc(CNC(=O)c2ccco2)o1)c1ccccc1 | 0 | -3.0 | 2 | -5 | -3 | 6 | 7 | -2.4 | -2 |
| CC(N)C12CC3CC(CC(O)(C3)C1)C2 (configuration not stated) | 7 | -2.3 | 6 | 18 | 6 | -4 | -6 | 2.6 | -9 |
| Cc1ccccc1Nc1ccc(S(=O)(=O)N2CCOCC2)cc1[N+](=O)[O-] | 0 | -3.0 | 3 | 0 | -15 | -17 | -8 | -0.2 | 1 |
| Fc1cccc(NC(=S)Nc2cccc3ccccc23)c1 | 2 | -1.9 | -1 | 14 | 0 | -3 | 58 | -5.9 | 3 |
| COc1ccc(-c2nc(CSCC(=O)NCCCN3CCCC3=O)c(C)o2)cc1 | 5 | -0.8 | 1 | -12 | -33 | 7 | 2 | 0.0 | -6 |
| CN1CCN(c2cc3c(cc2F)c(=O)c(C(=O)O)cn3CCF)CC1 | -3 | -1.9 | -4 | 14 | 0 | -4 | 19 | -0.3 | 6 |
| O=C(C1CCN(c2ccc(N3CCOCC3)nn2)CC1)N1CCc2ccccc2C1 | 4 | -1.7 | 4 | -13 | -4 | 7 | 38 | -2.7 | -2 |
| O=C1c2ccccc2C(=O)N1c1nc(-c2cccs2)cs1 | 7 | -3.1 | 1 | 6 | -2 | -10 | 13 | 0.1 | -4 |
| N/C(=N\OC(=O)N1c2ccccc2Sc2ccccc21)c1ccc(Br)cc1 | 6 | -1.0 | 5 | 0 | 7 | -2 | -2 | -1.8 | 0 |
| O=C(CCSc1ccccc1)Nc1ccc(S(=O)(=O)N2CCOCC2)cc1 | 1 | 47* | -1 | -3 | -6 | -3 | 4 | -0.5 | -3 |
| O=C1N(Cc2cccc(Cl)c2)C[C@@H]2C[C@@H](c3cccn3-c3cccnc3)N3CCC[C@@]123 | -6 | -3.6 | 1 | -4 | -29 | -21 | -7 | -3.5 | 3 |
| NC(=O)COC(=O)/C=C/c1cccc(Br)c1 | -2 | -0.5 | 0 | 6 | -5 | 22 | -27 | -2.8 | -12 |
| COc1ccccc1-n1c(C)c2c(OC)cccc(=O)c2c1C | 1 | 1.0 | 5 | 14 | -14 | -9 | 20 | 9.2* | 7 |
| CN1CCN(C(=O)Cn2ncc3c([nH]c4ccccc43)c2=O)CC1 | -1 | -0.7 | 4 | -7 | -1 | -4 | 13 | 3.3 | -10 |
| Cc1ccc(CNC(=O)CSc2ccc(-c3ccccn3)nn2)cc1 | 1 | -4.1 | 0 | -7 | -13 | 10 | -7 | -0.6 | -18 |
| CCn1nc(C)c(CN2CCC(n3nccc3NC(=O)CCCc3ccccc3)CC2)c1C | -1 | -1.9 | 8 | -10 | 18 | 7 | -6 | -0.8 | -1 |
| CCOc1cc(C(=O)NC)cc(Br)c1OCc1ccccc1 | -3 | 0.7 | 0 | -5 | -11 | -3 | -15 | 0.2 | -3 |
| Cc1nn(C(C)(C)C)c(NC(=O)c2ccc(Cl)cc2)c1Br | 14 | -2.5 | / | -3 | -5 | -2 | -5 | -3.7 | -7 |
| COC(=O)c1cccc(NC(=O)C2C3CCC(C3)C2C(=O)O)c1 (configuration not stated) | -6 | -5.3 | 2 | 7 | -1 | -25 | 16 | -0.2 | -7 |
| O=C(CSc1ccc(Cl)cc1)Nc1ccc(-c2nc3ccccc3[nH]2)cc1 | -2 | -2.4 | 4 | -1 | -3 | 2 | 32 | -3.4 | -2 |
| CC1CC(C)(C)NC(C)c2ccccc21 (configuration not stated) | -1 | 4.3 | 7 | -3 | 3 | -3 | 17 | -3.0 | -8 |
| Cc1cnc(C(=O)Nc2ccc(F)c(F)c2)cn1 | 5 | -1.9 | 4 | -2 | -1 | -7 | 10 | -3.0 | 4 |
| COC(=O)C1(C)NC(c2ccc(F)cc2)C2C(=O)N(c3ccccc3)C(=O)C21 (configuration not stated) | 0 | -4.0 | 7 | -5 | 0 | -9 | 8 | -1.0 | -2 |
| CCOC(=O)C(NC(C)=O)C(OC(C)=O)c1cccc([N+](=O)[O-])c1 (configuration not stated) | -4 | -1.6 | 1 | -3 | -2 | -14 | 6 | -0.1 | 1 |
| C=CCNc1ncnc2c1cnn2-c1ccc(Cl)cc1 | 1 | -2.9 | -2 | -2 | 1 | -1 | 9 | -2.2 | -2 |
| CC(=O)c1ccccc1OCC(O)CNC1CCCC1 (configuration not stated) | 0 | -0.1 | -1 | -3 | -3 | 5 | / | -2.3 | 4 |
| CN1CCN(C(=O)/C(=C/c2cccc([N+](=O)[O-])c2)NC(=O)c2ccccc2)CC1 | 2 | -0.8 | 0 | -2 | -3 | 5 | -1 | -2.1 | 2 |
| O=C(CCN1C(=O)/C(=C\c2ccco2)SC1=S)Nc1ccc(C(=O)O)c(O)c1 | 1 | 8.0* | 3 | 26 | 5 | -2 | / | -1.1 | 30* |
| Cn1nccc1C(=O)Nc1ccc(OC(=O)c2ccnn2C)cc1 | 5 | -1.6 | -6 | -3 | -9 | -5 | 14 | -0.4 | -1 |
| CCOC(=O)c1c(C)n(-c2ccc(C)cc2)c2ccc(OCC(O)CN3CCN(C)CC3)cc12 (configuration not stated) | / | -1.4 | -20 | -81 | 24 | 13 | -2 | 15* | -3 |
| O=C(Oc1ccc2c(c1)O/C(=C\c1ccncc1)C2=O)c1cccs1 | 7 | 1.4 | / | -8 | -8 | 1 | 1 | 2.8 | 8 |
| Cn1cccc1/C=N/N1CCN(Cc2ccccc2Cl)CC1 | 2 | -3.2 | -3 | 9 | 0 | -16 | -2 | -1.7 | 24 |
| Cc1cccc(N2CCN(C(=O)CCn3c(=S)[nH]c4cc5c(cc4c3=O)OCO5)CC2C)c1 (configuration not stated) | -3 | -3.3 | -3 | 5 | 2 | -11 | -14 | -4.5 | 1 |
| CCN1CCN(CC(=O)N2N=C(c3cccs3)CC2c2ccc(F)cc2)C(=O)C1=O (configuration not stated) | -6 | -1.0 | 5 | 12 | -16 | -1 | 20 | -0.8 | 0 |
| CCc1ccc(NCc2cc3c(C)nn(-c4ccccc4)c3[nH]c2=O)cc1 | 6 | -2.0 | -2 | -2 | 1 | 3 | 15 | -2.9 | 11 |
| COc1ccc(CNS(=O)(=O)c2c(C(=O)N3CCCCC3)c(C)n(C)c2C)cc1 | -4 | -2.6 | 2 | 4 | -28 | 6 | -1 | -1.6 | -1 |
| O=C(CCNC(=O)c1ccc([N+](=O)[O-])cc1)N/N=C/c1ccc(F)cc1 | -4 | -1.8 | 1 | 1 | -1 | 4 | 13 | -1.6 | -3 |
| Cc1ccc(C(=O)NC(=S)NNC(=O)COc2ccc([N+](=O)[O-])cc2)cc1 | 8 | -4.0 | -4 | -3 | -8 | 8 | -14 | -4.8 | 14 |
| CCC(NC(=O)c1cc(COc2cncc(Cl)c2)on1)c1ccc(C)cc1 (configuration not stated) | 3 | -1.4 | 3 | -10 | -34 | -9 | 4 | 1.8 | 3 |
| CN(C)c1cccc(C(=O)OCC(=O)N(Cc2ccccc2)C2CCS(=O)(=O)C2)c1 (configuration not stated) | 3 | -3.4 | 5 | -3 | -28 | 2 | -12 | -0.1 | -2 |
| CCCN(CC(=O)Nc1ccc(C)cc1Br)CC(=O)Nc1ccc(F)c(F)c1F | -2 | -3.4 | -3 | -13 | -28 | 10 | -26 | -3.3 | 0 |
| CCOC(=O)C1=C(c2ccccc2)OC(N)=C(C#N)C1C1CCCCC1 (configuration not stated) | 3 | -1.2 | 5 | 0 | -5 | -5 | -4 | -0.8 | -4 |
| COCCn1c(=O)[nH]c2cc(C(=O)NCCN3CCN(c4cccc(Cl)c4)CC3)ccc2c1=O | 11 | -3.0 | 2 | -12 | -2 | -6 | 0 | -0.4 | 7 |

Some values from above.
Entry of `CN1CCN(C(=O)Cn2ncc3c([nH]c4ccccc43)c2=O)CC1` in M18AAP inhibitor: -10
Entry of `CCN1CCN(CC(=O)N2N=C(c3cccs3)CC2c2ccc(F)cc2)C(=O)C1=O` (configuration not stated) in VIM-2 inhibitor: -0.8

Continued.
| smiles | IDE cell inh | IMP-1 inhibitor | IDE cell activ | HCV NS3 hel inh | DNA FID counter | p-CIP stab down | SUMO HTRF inh | VIM-2 inhibitor | M18AAP inhibitor |
| --- | --- | --- | --- | --- | --- | --- | --- | --- | --- |
| CCn1c2ccccc2c2cc(NC(=O)COC(=O)c3ccccc3O)ccc21 | 6 | -2.2 | -1 | 9 | 0 | -12 | 36 | -2.9 | -2 |
| Brc1cccc(C2Nc3cccc4cccc(c34)N2)c1 | 7 | -5.2 | -3 | 24 | -3 | -2 | 11 | -2.0 | 24 |
| Cn1c(=O)n(C)c2cc(NC(=O)c3cccc([N+](=O)[O-])c3)c(Br)cc21 | 1 | -1.9 | 9 | -3 | 0 | 0 | 11 | -2.0 | -4 |
| CC(=O)Nc1ccc(C(=O)NN2C(=O)c3ccccc3C2=O)cc1 | 4 | -1.0 | -2 | -2 | -3 | -3 | 7 | -1.3 | -9 |
| CCOC(=O)C1(Cc2ccccc2)CCN(Cc2cnn(-c3ccccc3)c2)CC1 | 6 | -1.9 | 2 | -22 | 17 | -18 | -1 | -2.3 | -6 |
| O=C(Nc1ccc(O)c(C(=O)O)c1)c1cccc(NC(=O)c2ccco2)c1 | 5 | -3.2 | -2 | 8 | -8 | -7 | 12 | -0.8 | 6 |
| CCOc1ccc(-n2c(-c3ccccc3)c[nH]c2=S)cc1 | 1 | -3.5 | -3 | -1 | -24 | -7 | 9 | -1.8 | -1 |
| Cc1cccc(C)c1OCc1n[nH]c(=S)n1N | -2 | -3.7 | 2 | -2 | -10 | -18 | 6 | -4.9 | 15 |
